ARFGAP1 inh: inhibitors of rat ARFGAP1; hit rate 0.26% among 360,000; inhibition, % at 16.5 µM; Q62848; AID 651572; Arfgap1-stimulated ARF1 GTP hydrolysis, GDP FP detection;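 active means inhibition above a per-plate limit, mean inhibition of low control wells plus 3 SD, cut at about 25% in these data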;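 further: 0% = DMSO wells with enzyme and 100% = wells lacking Arfgap1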
Target sequence (Q62848 1-136 limits assumed): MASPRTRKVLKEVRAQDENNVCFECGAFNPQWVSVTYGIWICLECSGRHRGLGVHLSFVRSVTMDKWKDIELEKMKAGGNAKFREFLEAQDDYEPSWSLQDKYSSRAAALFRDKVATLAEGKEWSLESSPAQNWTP
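material = rat Arfgap1 catalytic domain, aa 1-136 | also added = human ARF1(Δ1-17)-GTP substrate | compound dosing = one concentration, 16.5 µM, DMSO 1.26% | times = GTP hydrolysis reaction 2 h at 25 °C | measured by = FP, GDP Alexa 633 tracer displaced from anti-GDP antibody, 620/688 nm | evaluation = percent inhibition of Arfgap1-stimulated GTP hydrolysis | replication = single well per compound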
PLCg1 inh: PLC-gamma1 (human) inhibition, primary screen; P19174; purified PLC-gamma1, fluorogenic substrate, fluorescence; inhibition, % at 12.2 µM; hit rate 0.84% among 370,000; in the data active means inhibition above about 9.5%
TDP2 inh: blocks human TDP2 phosphodiesterase activity; recombinant TDP2, T5PNP hydrolysis, p-nitrophenol absorbance 415 nm; AID 720702; hit rate 0.34% among 370,000; inhibition, % at 12.8 µM;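 active means inhibition above the mean of all tested compounds plus 3 SD, set per campaign, cut at about 25% in these data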;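 further: 0% = DMSO with enzyme and 100% = buffer with substrate but no TDP2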
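Test system: human TDP2 enzyme; Input: 120 nM TDP2 per well; Buffer or medium: Mg2+-containing Tris-HCl buffer, pH 7.5; Reagent: 5 mM T5PNP; Dosing: 12.8 µM single point, 1% DMSO; Incubation: reaction 2 h, 37 °C; Detection: p-Nitrophenol epi absorbance; Read-out: % inhibition relative to enzyme-containing and enzyme-free wells; Replicates: single well per compound.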
Tn7 DDE FP: disrupts Tn7 cyclic peptide binding to fibrin D-Dimer-E complex | inhibition, % at 8.3 µM | hit rate 0.13% among 370,000 | AID 720508 | FP displacement of FITC-Tn7 peptide from fibrin DD(E); 0% = median of compound wells per plate;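 active means inhibition above the mean of compounds falling within the control limits plus 3 SD of them, cut at about 14% in these data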;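 further: 0% = plate median of compound wells and 100% = 10 µM Aha-Tn7 peptide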
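Assay system: Fibrin-DD(E) protein isolated from polymerized human fibrin clots; read-out basis: percent inhibition; medium: Tris/NaCl/CaCl2 buffer, pH 7.8; signal: FP measurement; incubation: 10 min plus 3 h, room temperature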
LEDGF integ inh: blocks HIV-1 LEDGF/p75-dependent DNA integration | hit rate 0.64% among 370,000 | inhibition, % at 3.7 µM | TR-FRET IN-LEDGF/p75 DNA integration, Eu/Cy5;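 active means inhibition above the screen-wide mean plus 3 SD, cut at about 13% in these data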;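 further: signal is the Cy5 over europium emission ratio at 671 and 618 nm; 0% = plate median of compound wells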
ADAM10 inh: ADAM10 inhibition, QFRET primary screen; O14672; recombinant ADAM10, EDANS/DABCYL FRET peptide cleavage, 3 h; inhibition, % at 7 µM; hit rate 0.62% among 370,000;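 active means inhibition above a per-campaign cutoff equal to the mean of compounds falling between control-based bounds plus 3 SD, cut at about 20% in these data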;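 further: 0% = DMSO wells while the 100% control is not disclosed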
Target sequence (O14672 214-748 limits assumed): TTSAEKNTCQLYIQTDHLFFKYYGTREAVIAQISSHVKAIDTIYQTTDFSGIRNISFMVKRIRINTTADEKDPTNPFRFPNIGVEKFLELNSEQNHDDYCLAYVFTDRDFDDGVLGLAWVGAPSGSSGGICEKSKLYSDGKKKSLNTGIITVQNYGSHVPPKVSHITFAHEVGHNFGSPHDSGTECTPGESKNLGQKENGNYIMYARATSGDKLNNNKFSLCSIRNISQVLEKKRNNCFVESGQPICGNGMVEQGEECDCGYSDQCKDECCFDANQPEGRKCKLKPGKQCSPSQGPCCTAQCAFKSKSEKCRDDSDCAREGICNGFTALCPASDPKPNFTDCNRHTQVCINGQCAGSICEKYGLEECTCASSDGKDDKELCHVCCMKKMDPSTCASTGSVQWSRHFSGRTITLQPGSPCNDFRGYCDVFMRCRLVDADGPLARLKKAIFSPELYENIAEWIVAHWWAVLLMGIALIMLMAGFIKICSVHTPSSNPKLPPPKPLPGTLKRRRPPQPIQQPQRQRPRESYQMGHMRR
ASAP1 inh: ASAP1 ArfGAP inhibition; Q9ULH1; ASAP1-stimulated ARF1 GTP hydrolysis, GDP FP detection; inhibition, % at 16.5 µM; hit rate 0.19% among 360,000; AID 624377; in the data active means inhibition above about 25%;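 further: 0% = vehicle with enzyme and substrate and 100% = no enzyme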
Target sequence (Q9ULH1 325-724 limits assumed): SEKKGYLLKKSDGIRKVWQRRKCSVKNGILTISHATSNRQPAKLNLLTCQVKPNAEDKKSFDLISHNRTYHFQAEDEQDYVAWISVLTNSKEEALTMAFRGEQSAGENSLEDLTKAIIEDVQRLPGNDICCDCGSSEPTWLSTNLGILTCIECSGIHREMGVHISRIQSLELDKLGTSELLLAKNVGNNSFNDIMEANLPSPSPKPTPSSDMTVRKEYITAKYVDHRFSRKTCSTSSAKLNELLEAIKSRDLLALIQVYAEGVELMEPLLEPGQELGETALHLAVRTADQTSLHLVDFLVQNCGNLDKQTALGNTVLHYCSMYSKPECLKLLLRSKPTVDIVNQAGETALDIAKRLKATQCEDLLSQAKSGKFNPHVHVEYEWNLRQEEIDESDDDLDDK
Tn6 DDE FP: inhibitors of Tn6 peptide binding to human fibrin DD(E); Fibrin DD(E) TRITC-Tn6 fluorescence polarization displacement; inhibition, % at 8.3 µM; hit rate 0.21% among 370,000;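 active means inhibition above a per-campaign cutoff: mean of compounds within control limits plus 3 SD, cut at about 15% in these data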;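 further: 0% = median of all compound wells on the plate and 100% = blocking peptide control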
KLK7 zymogen act: proKLK7 (human) activation, primary screen; P49862; hit rate 0.9% among 370,000; activation, % at 7 µM; AID 652039; purified proKLK7, EDANS-DABCYL substrate fluorescence; 100% is mature enzyme control, 0% vehicle;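 active means activation above the mean of all tested compounds plus 3 SD, computed per campaign excluding outliers beyond control limits, cut at about 13% in these data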
ADAM17 inh: ADAM17 inhibition, QFRET primary screen; inhibition, % at 6.95 µM; recombinant ADAM17, EDANS/DABCYL FRET peptide cleavage; P78536; AID 720648; hit rate 0.83% among 370,000;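 active means inhibition above the mean of compounds lying between control limits plus 3 SD, set per campaign, cut at about 8.5% in these data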;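 further: 0% = DMSO-only wells as the low control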
An asterisk follows results filed as active; i = inactive.

The first 2 entries (preview)
ARFGAP1 inh	PLCg1 inh	TDP2 inh	Tn7 DDE FP	LEDGF integ inh	ADAM10 inh	ASAP1 inh	Tn6 DDE FP	KLK7 zymogen act	ADAM17 inh	mol
12	3	6	2	-1	1	5	-9	0.1	-5	Cc1ccccc1-n1c(SCC(=O)N2CCC(C(=O)O)CC2)nnc1-c1ccncc1
1	-1	11	-3	-1	5	-5	1	-0.4	-1	CC1(C(=O)NS(=O)(=O)c2cccc(C#N)c2)CCN1C(=O)C1(c2ccc(Cl)cc2)CC1 (configuration not stated)

The listing, previewed entries included:
ARFGAP1 inh	PLCg1 inh	TDP2 inh	Tn7 DDE FP	LEDGF integ inh	ADAM10 inh	ASAP1 inh	Tn6 DDE FP	KLK7 zymogen act	ADAM17 inh	mol
12	3	6	2	-1	1	5	-9	0.1	-5	Cc1ccccc1-n1c(SCC(=O)N2CCC(C(=O)O)CC2)nnc1-c1ccncc1
1	-1	11	-3	-1	5	-5	1	-0.4	-1	CC1(C(=O)NS(=O)(=O)c2cccc(C#N)c2)CCN1C(=O)C1(c2ccc(Cl)cc2)CC1 (configuration not stated)
-4	-1	-4	-7	-4	-7	-8	-4	-0.1	-6	COc1cccc(C(=O)O/N=C2\CCS(=O)(=O)c3sccc32)c1
3	2	-4	-2	-5	-2	-8	1	-0.1	-3	Cc1ccc(C(=O)Nc2nnc(COc3ccccc3)s2)cc1
11	-43	-2	3	2	8	2	-2	-32	9.2*	CCc1ccc(/C=N/NC(=O)c2cc(-c3ccccc3OC)nc3ccccc23)s1
1	-5	7	-2	5	1	-17	0	0.7	-2	Cc1ccc(-c2nc3cc(C)c(Br)c(C)n3c2CC(C)(C)C)cc1
0	0	-16	1	2	12	7	-5	-0.5	4	O=C(NC1=NCCS1)c1cc(Cl)ccc1Cl
0	2	-5	-3	-7	-2	-8	5	-0.2	-6	CCC(C)NC(=S)Nc1ccccc1 (configuration not stated)
-8	2	3	10	-2	-3	-4	4	0.1	-3	O=C(O)CC12CC3CC(C1)CC(n1ncc(N4CCC5(CC4)OCCO5)c(Cl)c1=O)(C3)C2
-9	0	-5	3	-3	-4	-4	-3	0.6	-6	Cc1onc(-c2c(F)cccc2Cl)c1C(=O)N(Cc1ccccc1)C(C)C
0	-1	2	-7	0	5	14	-5	0.2	-1	CC(C)c1ccc(CNc2cc(N3CCCC3)ccc2[N+](=O)[O-])cc1
5	9	-17	6	9	5	-13	3	0.1	5	CC(=O)Nc1ccc2c(c1)Cc1c(F)cccc1-2
-1	-395	-7	-4	8	i	-9	-8	4.1	i	N=c1c(C(=O)NCc2ccco2)cc2c(=O)n3ccccc3nc2n1Cc1ccc(Cl)cc1
7	-3	-10	0	-6	-1	-10	9	0.0	3	CC1CCCC(NC(=O)c2cccc(S(=O)(=O)N3CCCCC3)c2)C1C (configuration not stated)
9	i	-3	-1	1	i	15	-1	122*	i	O=c1oc2c(CN3CCOCC3)c(O)c(Cl)cc2c2c1CCC2
11	0	-2	-3	5	-10	-3	2	0.1	-2	COc1ccc(C=NN=C2c3ccccc3-c3ccccc32)cc1OC
12	-9	-15	0	-5	-6	0	0	-0.3	-5	Cn1c(SCc2ccccc2)nnc1-c1ccncc1
4	2	1	0	1	-11	-4	-1	0.1	-2	CCCNC(=O)C1(C)CCN(C(=O)c2cc(C(C)(C)C)nn2C)C1 (configuration not stated)
-8	-3	4	-1	-4	-14	-3	1	-0.7	-3	COc1cc(CN2C(=O)C(C)ON=C2c2ncccc2C)cc(OC)c1 (configuration not stated)
-2	-8	4	-4	-1	1	8	0	-0.1	-4	COc1cc(NS(=O)(=O)c2ccc(F)cc2)c(C(=O)O)cc1OC
-6	2	3	10	-3	0	-20	9	-0.6	1	COc1ccccc1CN1C(=NC(=O)C2CCCCC2)SC2CS(=O)(=O)CC21 (configuration not stated)
4	-191	11	1	1	-216	2	-3	2.0	-59	CC(C)N1CC(O)=C(c2nc3ccccc3c(=O)[nH]2)C1=N
-5	1	4	-2	-3	-3	8	1	0.0	-7	Cc1noc(C)c1S(=O)(=O)N1CCCC(C(=O)NCc2ccccn2)C1 (configuration not stated)
-11	-1	6	-4	0	-6	0	-1	0.0	-5	CCCCNC(=O)C1CCN(C(=O)C2CCN(S(=O)(=O)c3ccc(C)cc3)CC2)CC1
7	-62	-13	-1	1	-5	-10	-2	0.5	0	COc1ccc(OC)c(C(=O)COC(=O)c2ccccc2O)c1
-14	2	9	4	-4	15	4	-3	0.9	9.6*	CCCCCC(=O)N1CC2(CC(c3cccc(NC(=O)CC(c4ccccc4)c4ccccc4)c3)=NO2)C[C@@H]1C(N)=O (some centres not stated)
10	1	10	1	3	3	-1	7	0.1	1	O=S(=O)(NC(=NCc1ccccc1)c1ccccc1)c1ccc(Br)cc1
5	2	0	6	-4	0	8	-7	0.1	-4	CSc1ncccc1C(=O)OCC(=O)NCc1cccs1
5	-25	-2	-3	1	-2	14	1	1.0	-5	COc1ccc(C2C(C(C)=O)=C(O)C(=O)N2c2nccs2)cc1 (configuration not stated)
14	-87	-3	-4	0	-329	-19	-1	3.4	-107	Cc1ncoc1C(=O)N1CCCC(C(=O)c2ccc3c4c(cccc24)CC3)C1 (configuration not stated)

In another format: results already given.
Structure | ARFGAP1 inh | PLCg1 inh | TDP2 inh | Tn7 DDE FP | LEDGF integ inh | ADAM10 inh | ASAP1 inh | Tn6 DDE FP | KLK7 zymogen act | ADAM17 inh
CCC(C)NC(=S)Nc1ccccc1 (configuration not stated) | 0 | 2 | -5 | -3 | -7 | -2 | -8 | 5 | -0.2 | -6
O=C(O)CC12CC3CC(C1)CC(n1ncc(N4CCC5(CC4)OCCO5)c(Cl)c1=O)(C3)C2 | -8 | 2 | 3 | 10 | -2 | -3 | -4 | 4 | 0.1 | -3
Cc1onc(-c2c(F)cccc2Cl)c1C(=O)N(Cc1ccccc1)C(C)C | -9 | 0 | -5 | 3 | -3 | -4 | -4 | -3 | 0.6 | -6
CC(C)c1ccc(CNc2cc(N3CCCC3)ccc2[N+](=O)[O-])cc1 | 0 | -1 | 2 | -7 | 0 | 5 | 14 | -5 | 0.2 | -1
CC(=O)Nc1ccc2c(c1)Cc1c(F)cccc1-2 | 5 | 9 | -17 | 6 | 9 | 5 | -13 | 3 | 0.1 | 5

Some of these compounds in order of the Tn6 DDE FP value, lowest first:
ARFGAP1 inh	PLCg1 inh	TDP2 inh	Tn7 DDE FP	LEDGF integ inh	ADAM10 inh	ASAP1 inh	Tn6 DDE FP	KLK7 zymogen act	ADAM17 inh	mol
4	-191	11	1	1	-216	2	-3	2.0	-59	CC(C)N1CC(O)=C(c2nc3ccccc3c(=O)[nH]2)C1=N
11	-43	-2	3	2	8	2	-2	-32	9.2*	CCc1ccc(/C=N/NC(=O)c2cc(-c3ccccc3OC)nc3ccccc23)s1
14	-87	-3	-4	0	-329	-19	-1	3.4	-107	Cc1ncoc1C(=O)N1CCCC(C(=O)c2ccc3c4c(cccc24)CC3)C1 (configuration not stated)
1	-5	7	-2	5	1	-17	0	0.7	-2	Cc1ccc(-c2nc3cc(C)c(Br)c(C)n3c2CC(C)(C)C)cc1
5	-25	-2	-3	1	-2	14	1	1.0	-5	COc1ccc(C2C(C(C)=O)=C(O)C(=O)N2c2nccs2)cc1 (configuration not stated)

(continued)
ARFGAP1 inh	PLCg1 inh	TDP2 inh	Tn7 DDE FP	LEDGF integ inh	ADAM10 inh	ASAP1 inh	Tn6 DDE FP	KLK7 zymogen act	ADAM17 inh	mol
3	-2	-5	3	0	-3	-14	-6	-0.4	-3	CCCCCCCCN1C(=O)[C@H](CC(=O)NCc2cccc3ccccc23)C[C@@]2(C(=O)OCC)CCC=C12
-4	7	-14	-2	-1	3	-6	-1	0.3	1	Cc1ccc(CN2C(=O)CCC2C(=O)NCCN2CCOCC2)cc1 (configuration not stated)
-3	-33	3	2	-1	-106	0	1	2.6	-21	CCOc1cc(-c2cc(-c3ccc(C)o3)nc(N)c2C#N)ccc1O
4	4	-13	-2	0	0	1	7	-0.1	-1	CCc1nnc(NC(=O)CCC(=O)N2CCN(Cc3ccc(Cl)cc3)CC2)s1
0	-1	-7	1	-4	9	-8	-1	0.2	-4	CCC(C)[C@H](NC(=O)N1CCn2c1nc1ccccc12)C(=O)NCCc1ccc(OC)c(OC)c1 (some centres not stated)
10	-1	4	-3	5	6	-6	2	-0.1	2	COc1cc(OC)c(C(=O)N2CCN(c3ccccn3)CC2)cc1OC
1	0	-1	5	-1	4	5	3	0.3	3	O=C(Nc1c(S(=O)(=O)c2ccc(Cl)cc2)csc1Br)c1ccccc1Cl
13	-1	-7	-3	2	2	6	-6	-0.4	2	Cn1cccc1C(=O)OCC(=O)NC(=O)NC1CCCCC1
-5	1	31*	-7	4	1	-4	3	-0.2	0	Cc1cc(C(F)(F)F)nn1CC(=O)NCc1ccco1
5	-396	3	-6	-1	i	-15	-4	17*	-330	O=C(c1cc2c(=O)n3ccccc3nc2s1)N1CCOCC1
5	0	3	5	2	0	-13	-4	-0.6	0	COc1ccc(NC(=O)CCC(=O)NCCO)cc1
6	-4	-7	-2	-10	-3	7	9	0.3	0	O=C(CN1C(=O)CCSc2ccc(S(=O)(=O)N3CCCC3)cc21)Nc1ccccc1
-4	1	6	-6	1	0	-1	4	0.1	0	CNC(=O)NNC(=O)c1onc(-c2c(Cl)cccc2Cl)c1C(=O)OC
7	2	10	0	-3	-5	8	2	-0.4	-3	Cc1nnc(SCC(=O)Nc2cc(C(C)(C)C)nn2-c2ccccc2)s1
7	4	-20	5	1	12	4	4	-0.4	2	C[C@H](NC(=O)c1[nH]cnc1C(=O)N[C@H](C)c1ccccc1)c1ccccc1
10	6	-5	1	-1	-2	-2	-4	-0.1	-5	COc1ccc(C(CNC(=O)CN2C(=O)NC3(CC(C)CC(C)(C)C3)C2=O)N2CCOCC2)cc1 (configuration not stated)
3	3	-15	-5	4	6	2	-5	1.2	1	CCN(CC)CCn1c(NCc2nc3ccccc3n2Cc2ccccc2)nc2ccccc21
-6	-35	-2	-4	-5	-115	6	-3	0.0	-22	COc1ccc(CCNC(=O)CC2Nc3ccccc3NC2=O)cc1 (configuration not stated)
9	4	14	-6	-2	-5	-3	5	0.1	-3	C/C(=N\NC(=O)c1cccc(S(=O)(=O)N2CCCC2)c1)c1ccc(F)cc1
